TbPYK inhibitor: blocks Trypanosoma brucei pyruvate kinase; Q57TT1; TbPYK enzyme, Kinase-Glo Plus ATP luminescence, 45 min; Potency, µM (series often up to 76.8 µM), inactives show at the highest dose activity, negative = inhibition, hits mostly inhibitors; 410,000 compounds, 0.12% hits; active = well fitted inhibition curve with a large enough effect; also: nearly all actives have a fitted effect of over 50% in size
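TbPYK + substrate in 50 mM TEA pH 7.2, 100 mM KCl, 10 mM MgCl2, 0.05% BSA, 0.01% Tween-20; cpd pinned; ADP 130 uM final; 45 min RT; Kinase-Glo Plus 10 min; luminescence endpoint.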
* hit, by the source's call; [ ] = dose if it differs, or a comment. % is scaled to controls: 0 for no effect and ±100 for the full control effect; potency is read from the fitted curve at half-maximal effect. Only part of the results is shown. The share of hits here may be higher or lower than overall.

SMILES	TbPYK inhibitor
CC(=O)N1CCC2(CC1)CN(c1ccncc1)C2	-12.3%
Cc1ccc(NC(=O)C2CCC(CNS(=O)(=O)c3csc(C(N)=O)c3)CC2)cc1Cl (stereo not given)	-5.7%
COCCNC(=O)c1ccc2c(c1)ncn2-c1cc(C)ccc1OC	1.9%
O=C1CC(c2cc(F)cc(F)c2)c2cc3c(cc2N1)OCO3 (stereo not given)	5.2%
O=C(Nc1ccc(F)c(Cl)c1)C1CCCN(S(=O)(=O)c2cccc3nsnc23)C1 (stereo not given)	-1.1%
COc1cccc(N2CC(NC(=O)c3cccc(OC)c3OC)CC2=O)c1 (stereo not given)	3.1%
COc1ccc(-c2nn(-c3ccccc3)cc2C2NC(=O)NC(C)=C2C(=O)OC(C)C)cc1Cl (stereo not given)	-11.4%
O=c1c(-c2ccccc2)nc2cncnc2n1C1CC1	10.2%
O=C(Cc1ccc(Cl)cc1)NCCc1csc2nc(-c3ccccc3F)nn12	4.7%
COc1ccc(NC(=O)CSc2nc(-c3ccccc3)nc3cc(=O)[nH]n23)cc1	-1.8%
CCN1CCN(CCCNC(=O)Cn2c(-c3cccs3)cc3cc(Cl)ccc32)CC1	2.3%
CCOCCCNC(=O)c1c(NC(=O)Cc2coc3ccc(C)cc23)sc2c1CCC2	2.4%
CC(=O)Nc1ccc(S(=O)(=O)NC2=NCN(C(C)C)CN2)cc1	6.3%
COc1ccc2c(c1)c(=O)c(C(=O)c1ccc(Cl)cc1)cn2CC(=O)Nc1ccc2c(c1)OCO2	0.6%
CCCCNC(=O)C1CCC(CNS(=O)(=O)c2ccc(Cl)cc2)CC1 (stereo not given)	3.5%
COc1ccc(C(CNC(=O)c2oc3ccc(C)cc3c2C)N2CCOCC2)cc1 (stereo not given)	2.8%
CCNC(=O)c1ccc2c(c1)sc1nc(-c3cccc(OC)c3)cn12	-10.6%
Cc1ccc(OCc2cc(=O)n3cc(C)sc3n2)c(C)c1	5.5%
CCOC(=O)C1CCN(C(=O)CSc2n[nH]c(-c3ccc(F)cc3)n2)CC1	-5.7%
CC(=O)c1ccc(NC(=O)c2noc3c2CCc2ccccc2-3)cc1	4.5%
CCOc1ccccc1C(=O)Nc1cc2c(cc1N1CCCCC1)n(C)c(=O)n2C	1.1%
COCCCNC(=O)CN1C(=O)c2cccnc2Sc2ccccc21	-12.2%
Cn1c(=O)oc2cc(S(=O)(=O)NCCC(=O)Nc3ccc(F)cc3F)ccc21	3.5%
COCCCNC(=O)C1CCC(Cn2c(=O)c3sccc3n(C)c2=O)CC1 (stereo not given)	1.4%
CCc1ccc(NC(=O)CSC2=Nc3ccccc3C3=NC(CC(=O)NCc4ccccc4)C(=O)N23)cc1 (stereo not given)	5.9%
CCOc1ccc(N2CC(c3nc4ccccc4n3Cc3cccc(C)c3)CC2=O)cc1 (stereo not given)	-5.3%
COc1ccc(-c2noc(CNC(=O)c3ccco3)n2)cc1	-6.3%
CC1CCN(c2nc3ccc(C(=O)NCc4ccccc4)cc3s2)CC1	-0.1%
CN(C)c1ccc(C(CNC(=O)COc2ccccc2)N2CCOCC2)cc1 (stereo not given)	-8.6%
COc1ccc(Cn2ccnc2SCC(=O)NCc2ccco2)cc1	-13.1%
O=C(CSc1n[nH]c(-c2ccccc2Cl)n1)N1CCN(c2ccccc2)CC1	-2.2%
COc1ccc(Cl)cc1NC(=O)CSC1=Nc2ccccc2C2=NC(CCC(=O)NCc3ccc(F)cc3)C(=O)N12 (stereo not given)	2.0%
O=C(CN1C(=O)c2cccc3cccc1c23)Nc1ccccc1Br	-7.5%
Cc1ccc(S(=O)(=O)c2nnn(CC(=O)Nc3ccccc3C)c2N)cc1C	-6.6%
CCOc1cccc(CC(=O)N2CCc3c([nH]c4ccccc34)C2c2ccc(Cl)cc2)c1OCC (stereo not given)	1.2%
Cc1ccccc1OCC(=O)OCc1cc(=O)n2ccsc2n1	-3.6%
CCc1ccc(S(=O)(=O)NCc2nc3cccnc3n2Cc2ccccc2Cl)cc1	1.5%
Cc1ccc2c(CNCc3ccc(C)o3)c(C(=O)O)n(Cc3ccc(F)cc3)c2c1	-2.9%
COc1ccc(N2C(=O)CS(=O)(=O)C23C(=O)N(Cc2ccccc2F)c2ccccc23)cc1Cl (stereo not given)	3.6%
COc1ccc(OC)c(NC(=O)CSC2=Nc3ccccc3C3=NC(CC(=O)NCc4ccc(F)cc4)C(=O)N23)c1 (stereo not given)	3.3%
Cc1nnc(N2CCC(C(=O)NCCc3ccccc3)CC2)c2nn(-c3ccc(Cl)cc3)c(C)c12	4.3%
COC(=O)c1c(NC(=O)COc2c(C)cccc2C)sc2c1CCCC2	-7.4%
CCOc1ccc(C(=O)Nc2cccc(-c3nc4cc(Cl)cc(Cl)c4o3)c2)cc1	-6.4%
Cc1ccc(Cl)cc1-n1c(=O)c2sc3ccccc3c2n(CC(=O)NC2CCCC2)c1=O	6.5%
COc1ccc(Cl)cc1NS(=O)(=O)c1ccc2c(c1)NC(=O)CC(=O)N2	7.0%

Part of the list above, field by field.
Cc1ccc2c(CNCc3ccc(C)o3)c(C(=O)O)n(Cc3ccc(F)cc3)c2c1
  TbPYK inhibitor: -2.9%
COc1ccc(N2C(=O)CS(=O)(=O)C23C(=O)N(Cc2ccccc2F)c2ccccc23)cc1Cl (stereo not given)
  TbPYK inhibitor: 3.6%
COc1ccc(OC)c(NC(=O)CSC2=Nc3ccccc3C3=NC(CC(=O)NCc4ccc(F)cc4)C(=O)N23)c1 (stereo not given)
  TbPYK inhibitor: 3.3%
Cc1nnc(N2CCC(C(=O)NCCc3ccccc3)CC2)c2nn(-c3ccc(Cl)cc3)c(C)c12
  TbPYK inhibitor: 4.3%

2 compounds picked at random from those above:
SMILES	TbPYK inhibitor
O=C(CSc1n[nH]c(-c2ccccc2Cl)n1)N1CCN(c2ccccc2)CC1	-2.2%
Cc1nnc(N2CCC(C(=O)NCCc3ccccc3)CC2)c2nn(-c3ccc(Cl)cc3)c(C)c12	4.3%

The results go on.
SMILES	TbPYK inhibitor
CC(=O)c1cc(-c2ccccc2)n(CC(=O)NCCc2ccc(C)cc2)c1C	-8.4%[15.4 µM]
COc1cccc(C2C=C(c3ccccc3)Nc3c(C(=O)Nc4ccccc4)cnn32)c1OC (stereo not given)	0.0%
CC(C)CN(CCCNC(=O)c1cc(=O)[nH]c2ccc(S(=O)(=O)N3CCCC3)cc12)CC(C)C	2.8%
COc1ccc(Cl)cc1NC(=O)N1CCN(S(=O)(=O)c2ccc3c(ccn3C)c2)CC1	1.0%
O=C(Nc1ccc(F)cc1)c1ccc(Cn2nc(N3CCN(c4ccccc4)CC3)ccc2=O)o1	-9.2%
Cc1ccc(-c2nnc(SCC(=O)c3ccc(Cl)cc3)n2-c2ccccc2)cc1	-9.0%
Cc1cccc(N2CCN(C(=O)CN3C(=O)COc4ccc(S(=O)(=O)N5CCC(C)CC5)cc43)CC2C)c1 (stereo not given)	3.4%
CCOc1ccc(NC(=O)Cn2c(=O)n(CC(=O)NCc3ccccc3Cl)c(=O)c3sccc32)cc1	1.1%
Cc1ccc(S(=O)(=O)c2nnn3c2nc(N(C)Cc2ccccc2)c2cc(Cl)ccc23)cc1C	2.2%
COc1ccc(/C=C\c2onc(C)c2S(=O)(=O)N2CCC(C(=O)Nc3cccc(C)c3C)CC2)cc1	3.8%
COc1cc2c(cc1OC)C(COc1ccc3c(C)cc(=O)oc3c1)N(C(=O)c1cc(Cl)ccc1OC)CC2 (stereo not given)	-5.4%
COc1ccc(N2Cc3cccc(C(=O)Nc4cc(C)cc(C)c4)c3C2=O)cc1	1.2%
Cc1ccc(-c2cn3c(n2)sc2cc(C(=O)NCCCN4CCCCCC4)ccc23)cc1	5.5%
O=C(NCc1ccc(Cl)cc1)c1cc(-c2ccc(F)cc2)on1	2.4%
CCc1nc2ccc(C(=O)NCc3ccc(OC)c(OC)c3)cc2nc1CC	3.8%

Continued.
smiles	TbPYK inhibitor
O=c1oc2ccccc2cc1-c1nnc(Nc2ccc(Cl)cc2Cl)s1	-2.5%
CCOc1ccc(N2CC(c3nc4ccccc4n3CCOc3ccccc3)CC2=O)cc1 (stereo not given)	-1.9%
O=C(Nc1ccc(O)cc1)c1cccc(S(=O)(=O)N2CCOCC2)c1	1.4%
Clc1ccccc1CNc1nc2ccccc2c2nc(-c3cccnc3)nn12	2.9%
COc1cccc(CNC(=O)c2cc(C)nc3c2c(C)nn3-c2cccc(F)c2)c1	-0.4%
COc1ccc2cc(-c3nc(-c4ccc(N(C)C)cc4)no3)c(=O)oc2c1	-5.6%
COc1ccc(-c2cc3ccc(O)c(CN4CCC(C)CC4)c3oc2=O)cc1	-4.8%
CCc1ccc(C2C(C(=O)Nc3ccccc3)=C(C)Nc3nc(SCC(=O)c4ccc(C)cc4)nn32)cc1 (stereo not given)	-5.2%
O=C(Nc1cccc(F)c1)c1ccc2snnc2c1	-3.7%
CCCN1CCN(C(=O)Cn2c(-c3cccs3)cc3cc(F)ccc32)CC1	0.0%
Cn1nnnc1SCCNCc1ccccc1OCc1ccccc1F	-2.4%
O=C(Nc1ccc2c(c1)CCCN2C(=O)c1cccs1)c1ccccc1Cl	3.0%
CCOc1ccc(CCNC(=O)Cn2ncc3c([nH]c4ccccc43)c2=O)cc1OCC	1.3%
Cc1nn(-c2ccccc2)c2nc(C3CC3)cc(C(=O)Nc3cccc(F)c3)c12	-6.3%
CCN1CCN(CCCNC(=O)c2ccc3nc(Cc4ccc(OC)cc4)oc3c2)CC1	-6.1%
CC1CCC(NC(=O)c2ccc3c(c2)N(Cc2cccc(Cl)c2)C(=O)c2ccccc2S3(=O)=O)CC1 (stereo not given)	-4.3%
COc1ccc(N2CCN(C(=O)C3CCCN(C(=O)c4cc5sccc5n4C)C3)CC2)cc1 (stereo not given)	-1.9%
O=C(CSc1oc(-c2ccco2)nc1S(=O)(=O)c1ccccc1)c1ccc(Cl)cc1	-4.8%
COc1ccc(CCNC(=O)CCSCc2ccccc2Cl)cc1OC	1.3%
CCOc1ccc(-c2nonc2NC(=O)c2oc3cc(C)c(C)cc3c2C)cc1OCC	1.2%
Cc1cc(NC(=O)CCS(=O)(=O)c2cc3c4c(c2)CCN4C(=O)CC3)ccc1Br	-2.1%
O=c1cc(-c2ccccc2)c2ccc3c(c2o1)CN(Cc1ccccc1)CO3	4.2%
CCN(CCCNC(=O)c1cc2c(=O)n(CC)c3ccccc3c2s1)Cc1ccccc1	-3.1%
Cc1ccc(O)c(NC(=O)COCc2cc(-c3ccco3)on2)c1	3.3%[15.4 µM]
CCOc1ccc(NC(=O)CSc2nc(=O)[nH]c3c2CCC3)cc1	-6.2%
COc1ccc(-c2nc(CSc3nnc(C)n4c3cc3oc(C)cc34)c(C)o2)cc1OC	1.4%
Cc1ccc(N2C(=O)CSC23C(=O)N(CC(=O)NC2CCCCC2)c2ccccc23)cc1C (stereo not given)	-2.1%
CCN(CC)C(=O)c1sc2c(c1C)c(=O)n(-c1ccc(Cl)c(Cl)c1)c(=O)n2Cc1cc(=O)n2ccccc2n1	0.7%
O=C(NCCc1ccccc1)c1ccc2c(c1)N(Cc1ccc(Cl)cc1)C(=O)c1ccccc1S2(=O)=O	2.4%
COc1ccc(CCn2c(=O)c3ccccc3n(CC(=O)Nc3cccc(C)c3)c2=O)cc1OC	1.4%
Cc1ccc(CSc2nnc([C@@H](N)C(C)C)o2)cc1	-4.5%
O=C(c1cnccn1)N1CCC2(CC1)CN(Cc1nccs1)C2	-4.9%
COc1ccc(-n2nc(C(=O)Nc3ccc(Cl)cn3)c3c4ccccc4n(C)c3c2=O)cc1	6.0%
COc1cc(OC)c(NC(=O)n2ncc3cc(Cl)ccc32)cc1Cl	-2.4%
CC(NC(=O)c1cc(Sc2ccc(F)cc2F)nc2ccccc12)c1ccccc1 (stereo not given)	0.9%
COc1cccc(Nc2nc3cc(Cl)c(Cl)cc3nc2-n2nc(C)cc2C)c1	-3.2%
CC(C)CN1CCC2(CC1)CCN(C(=O)Oc1ccccc1)CC2	-10.2%
CCc1cccc(C)c1NC(=O)CSc1nc2ccccc2nc1Cc1ccccc1	0.2%
COc1ccc(/C=C/C(=O)Nc2ccc3nc(N4CCC(C)CC4)cc(C)c3c2)cc1	2.2%
CCOc1ccc2oc(=O)cc(CN3CCN(Cc4ccc(C)cc4)CC3)c2c1	-9.8%
CCc1ccc(NCc2cc3cc4c(cc3n(CC(=O)Nc3ccccc3OC)c2=O)OCCO4)cc1	-5.4%
COc1cc(NC(=O)c2ccc(-n3cnc4cccnc43)cc2)cc(OC)c1	1.3%
CCCOC(=O)c1c(-c2ccccc2)c(-c2ccccc2)nn(C)c1=O	-2.0%
CS(=O)(=O)c1ccc(C(=O)C2C(=O)CCCC2=O)c([N+](=O)[O-])c1	-8.1%[157 µM]
COc1ccc(C2CC(=O)c3cc(-c4nc(-c5ccc(Cl)cc5)cs4)c(=O)[nH]c3C2)cc1OC (stereo not given)	-1.2%
COCCNC(=O)c1cnn(-c2ccc(C)cc2C)c1C1CCN(C(=O)OC(C)(C)C)CC1	3.2%
CCCCn1c(C2CC(=O)N(c3ccc(OCC)cc3)C2)nc2ccccc21 (stereo not given)	1.8%
Cc1cccc(C(=O)n2nc(C)c(S(=O)(=O)N3CCOCC3)c2C)c1	-0.6%
Cc1ccc(C)c(N(C)C(=O)C2CCN(S(=O)(=O)c3cccc4nsnc34)CC2)c1	1.3%
CCN(CC)S(=O)(=O)c1ccc2c(c1)c(=O)c(C(=O)NCc1ccccc1)cn2C	-0.7%
CCc1ccc(-n2nc3ccc(NC(=O)c4cc(Cl)c(OC)c(Cl)c4)cc3n2)cc1	-3.8%

Compound activity (PubChem BioAssay)
